GPR151 activ: activators of human GPR151; Q8TDV0; 650,000 compounds, 1% hits; AID 1508602; activation, % at 11.2 µM; PathHunter beta-arrestin GPR151 cells, luminescence; in the data active = activation above about 4.9%;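 note: 0% = median of compound wells and 100% = cells with positive control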
Target sequence (Q8TDV0 whole entry, looked up): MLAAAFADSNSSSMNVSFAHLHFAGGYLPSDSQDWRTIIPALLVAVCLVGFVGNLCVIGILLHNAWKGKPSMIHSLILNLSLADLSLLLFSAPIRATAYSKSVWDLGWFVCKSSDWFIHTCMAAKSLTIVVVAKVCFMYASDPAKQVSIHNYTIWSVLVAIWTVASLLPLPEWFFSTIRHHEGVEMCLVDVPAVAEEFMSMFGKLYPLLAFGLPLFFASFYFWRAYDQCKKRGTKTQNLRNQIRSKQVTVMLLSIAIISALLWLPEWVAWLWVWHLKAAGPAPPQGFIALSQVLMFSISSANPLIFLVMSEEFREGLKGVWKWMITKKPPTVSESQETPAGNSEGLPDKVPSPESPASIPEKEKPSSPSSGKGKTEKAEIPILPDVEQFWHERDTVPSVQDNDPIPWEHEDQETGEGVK
FBW7 activator: activators of human E3 ligase FBW7; Q969H0; AlphaScreen FBW7–phospho-cyclin E peptide binding, activator screen; normalized activity (activation), % at 26.1 µM; 650,000 compounds, 0.13% hits; AID 1259310; in the data active = normalized activity above about 1.9%;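 note: purified mutant Fbw7 with reduced substrate affinity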
TEAD-YAP block: TEAD-YAP interaction inhibition; AID 1259422; HEK-TIYL cells, TEAD-Gal4/YAP UAS-luciferase luminescence; inhibition, % at 9.12 µM; 640,000 compounds, 1.4% hits; in the data active = inhibition above about 32%;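 note: 0% = median of test compound wells and 100% = reference inhibitor wells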
MITF primary: inhibitors of human MITF; 650,000 compounds, 0.91% hits; AlphaScreen MITF homodimerization, bead proximity signal; AID 1259374; O75030; inhibition, % at 2.6 µM; in the data active = inhibition above about 50%;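 note: 0% = vehicle wells with protein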
Target sequence (O75030 whole entry, looked up): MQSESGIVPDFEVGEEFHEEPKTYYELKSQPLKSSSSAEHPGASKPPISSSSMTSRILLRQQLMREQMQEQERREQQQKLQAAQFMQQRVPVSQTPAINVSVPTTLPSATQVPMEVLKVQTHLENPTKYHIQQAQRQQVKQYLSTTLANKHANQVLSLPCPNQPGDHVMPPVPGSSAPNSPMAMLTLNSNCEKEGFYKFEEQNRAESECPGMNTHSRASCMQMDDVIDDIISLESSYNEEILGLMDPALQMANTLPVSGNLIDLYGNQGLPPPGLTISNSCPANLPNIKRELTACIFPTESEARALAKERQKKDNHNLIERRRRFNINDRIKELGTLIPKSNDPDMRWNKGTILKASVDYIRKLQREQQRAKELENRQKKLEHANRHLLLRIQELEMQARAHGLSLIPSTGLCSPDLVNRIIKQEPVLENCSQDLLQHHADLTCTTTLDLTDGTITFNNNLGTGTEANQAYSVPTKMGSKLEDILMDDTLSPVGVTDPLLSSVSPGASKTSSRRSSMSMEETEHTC
* = called active by the depositor.

SMILES	GPR151 activ	FBW7 activator	TEAD-YAP block	MITF primary
COc1ccccc1N1CCN(S(=O)(=O)c2cccc3ccccc23)CC1	-0.6	0.1	0	2
CN(C)c1c(CN2CCCCC2)c(=O)oc2ccccc12	-0.2	0.1	-6	-16
CC(C)OC(=O)c1c(NC(=O)c2cc([N+](=O)[O-])nn2Cc2ccccc2)sc2c1CCCC2	-1.2	0.8	-2	1
Cc1nc(SCC(=O)Nc2ccc3ccccc3c2)c(C#N)c(C)c1Cl	-1.0	0.2	9	24
COc1cc(C(=O)NC(=S)NC2CCCC2)cc(OC)c1OC	-1.2	0.0	-6	17
O=C(CCSc1ccccc1)Nn1cnnc1	-0.8	-0.2	3	12
O=C(Nc1c2c(nn1-c1ccc(F)cc1)CS(=O)C2)c1ccccc1[N+](=O)[O-] (stereo unspecified)	1.0	0.0	4	-8
O=C(CSc1nc2cc3c(cc2c(=O)n1Cc1ccco1)OCO3)c1ccc(Cl)cc1	-1.4	-0.2	-1	4
N#Cc1cc2c(nc1SCC(=O)c1ccc(Br)cc1)CCC2	0.6	-0.1	-44	-10
CCCCCNc1ncnc2c1sc1nc(N3CCOCC3)c3c(c12)CC(C)(C)OC3	0.0	-0.1	-2	-6
Cc1ccc(NC(=O)c2ccccc2NC(=O)c2cc(Cl)ccc2[N+](=O)[O-])c(C(=O)c2ccccc2)c1	-0.5	-0.2	6	0
CCOC(=O)C(=O)Nc1cc(NC(=O)c2cccs2)ccc1C	-1.1	0.0	6	2
CCOC(=O)c1cc2c(c(CSc3nc4sc(C(=O)OCC)c(C)c4c(=O)n3Cc3ccccc3)c1)OCOC2	3.4	0.2	-1	-11
CCCCN(C)C(=O)C(C(=O)c1ccc(F)cc1)n1cc(Cl)ccc1=O (stereo unspecified)	-0.2	0.8	7	12
C=CCOc1c(I)cc(/C=C2\NC(=S)N(CC)C2=O)cc1OC	1.5	-0.4	2	7
COc1ccc(C2=NN(C(=O)CSc3nnc(CNC(=O)c4ccco4)n3-c3cc(C)ccc3C)C(c3ccc(F)cc3)C2)cc1 (stereo unspecified)	0.4	0.4	-8	8
COc1ccc(C2Nn3c(C)nnc3SC2C(=O)Nc2ccc(C)cc2C)cc1 (stereo unspecified)	0.8	0.0	-2	-9
Nc1c(C(=O)c2cccs2)sc2nc(C3CC3)cc(-c3ccccc3)c12	-0.7	-0.2	-7	-2
COc1ccccc1N1CCN(C(=O)/C(=C/c2ccccc2)NC(=O)c2ccccc2)CC1	-0.3	0.1	12	-32
CCC(C)NC(=O)Cn1c(=O)n(-c2cccc(OC)c2)c(=O)c2sccc21 (stereo unspecified)	3.3	0.1	-4	-4
O=C1N=C(N2CCCC2)S/C1=C/c1ccc(O)cc1	0.4	-0.1	13	3
NC1CCN(O)C1=O (stereo unspecified)	-0.9	-0.1	0	-2
Cn1cnnc1-c1ccc(Nc2nccc(-c3ccccc3)n2)cc1	0.4	-0.2	23	-8
CC(C)(C)c1ccc(C(=O)ON2C(=O)c3ccccc3C2=O)cc1	0.3	0.0	5	5
CC(=O)c1ccc(NC(=O)CCNS(=O)(=O)c2cc(Br)cnc2N)cc1	-0.1	0.3	-1	19
CCCC(NC(=O)CCCn1nnnc1CN1CCC(C)CC1)c1ccccc1 (stereo unspecified)	-0.2	0.1	13	-6
COc1cccc(-n2c(SCC(=O)Nc3nnc(C)s3)nnc2-c2ccoc2C)c1	0.6	0.0	8	14
CC(C)Oc1cccc2c1CCN(Cc1ccc(F)cc1)C2=O	1.9	0.2	2	-17
NS(=O)(=O)c1cccc(NS(=O)(=O)c2ccc3c4c(cccc24)C(=O)N3)c1	0.3	-0.1	1	0
Cc1ccc(C(=O)OC2CC(C)CCC2C(C)C)cc1[N+](=O)[O-] (stereo unspecified)	0.4	0.0	8	13

Complete entries as entered above.
Entry for NC1CCN(O)C1=O (stereo unspecified) : GPR151 activ: -0.9; FBW7 activator: -0.1; TEAD-YAP block: 0; MITF primary: -2
Entry for CCC(C)NC(=O)Cn1c(=O)n(-c2cccc(OC)c2)c(=O)c2sccc21 (stereo unspecified) : GPR151 activ: 3.3; FBW7 activator: 0.1; TEAD-YAP block: -4; MITF primary: -4
Entry for CC(C)(C)c1ccc(C(=O)ON2C(=O)c3ccccc3C2=O)cc1 : GPR151 activ: 0.3; FBW7 activator: 0.0; TEAD-YAP block: 5; MITF primary: 5

In the list so far, these contain two or more sulfur atoms.
SMILES	GPR151 activ	FBW7 activator	TEAD-YAP block	MITF primary
CCOC(=O)c1cc2c(c(CSc3nc4sc(C(=O)OCC)c(C)c4c(=O)n3Cc3ccccc3)c1)OCOC2	3.4	0.2	-1	-11
Nc1c(C(=O)c2cccs2)sc2nc(C3CC3)cc(-c3ccccc3)c12	-0.7	-0.2	-7	-2
COc1cccc(-n2c(SCC(=O)Nc3nnc(C)s3)nnc2-c2ccoc2C)c1	0.6	0.0	8	14
NS(=O)(=O)c1cccc(NS(=O)(=O)c2ccc3c4c(cccc24)C(=O)N3)c1	0.3	-0.1	1	0

Next section.
SMILES	GPR151 activ	FBW7 activator	TEAD-YAP block	MITF primary
Cc1ccc2c(c1)cc(CN(Cc1ccccc1)C(=O)C(F)(F)F)c1nnnn12	-0.7	0.0	8	-1
COc1ccc(/C=C2\N=C(c3ccc4c(c3)OCO4)OC2=O)cc1Cl	-1.2	-0.1	0	69*
CCOC(=O)c1nc(NCc2cccnc2)c2c3c(sc2n1)CCCC3	-1.1	0.1	6	-10
Cc1cc(N/C(=N/S(=O)(=O)c2ccccc2)c2ccccc2)ccc1O	1.3	0.1	2	-1
CN(C)S(=O)(=O)c1ccc(C(=O)N2C(=O)c3ccc(N)cc3C2=O)cc1	0.7	-0.1	11	1
CC(=O)OCC(COC(C)=O)OC(C)=O	-0.3	0.0	0	3
O=C(O)CCC(=O)NNC(=O)c1ccc(-c2ccccc2)cc1	0.7	-0.1	4	13
O=S(=O)(c1cccc2ccccc12)N1CCN(c2ncccn2)CC1	-0.5	0.2	7	13
O=C(CCC(=O)Nc1ccccc1)NNC(=O)C(c1ccccc1)c1ccccc1	0.5	-0.4	14	6
CCCCOc1ccccc1/C=C1/C(=O)ON=C1c1ccccc1	1.3	0.1	-9	68*
O=C1CCCN1CCCN1C(=O)CCC1CCNCc1cc2c(cc1Cl)OCO2 (stereo unspecified)	-0.9	1.0	-1	18
COc1cc(/C=C/c2nnc3c4ccccc4ncn23)cc(OC)c1OC	8.4*	0.1	1	-2
Cc1cc(C(=O)N2CCC(c3nc4ccccc4s3)CC2)nn1C	0.8	-0.1	-4	2
CC(C)CCNC(=O)CN(C)c1nnc(N2CCCC2=O)s1	-1.3	0.0	11	-9
CC(=O)N1N=C(c2ccc(F)cc2)OC12CCCC2	0.6	0.4	1	10
COc1ccc([N+](=O)[O-])cc1C1NN=C(c2cccc3ccccc23)S1 (stereo unspecified)	0.2	0.7	1	10
Cc1ccc(CN2C(=O)CN=C2Nc2ccc(Cl)cc2)cc1	0.5	0.2	6	5
Cc1nc2cc(C(=O)OCC(N)=O)ccc2n1-c1ccccc1	0.5	-0.2	3	-3
Cc1ccc(-n2ncc(C(=O)O)c2C2CCN(C(=O)OC(C)(C)C)CC2)cc1	-0.5	0.1	-5	4
COCCn1c(SCC(=O)NCc2ccc(F)cc2)nc2c(c1=O)SC(C)C2 (stereo unspecified)	-0.9	-0.3	-2	-5
O=[N+]([O-])c1cccc(CNc2ccc(F)c(F)c2)c1	1.0	0.0	13	13
Cc1cccc(C(c2sc3nc(C)nn3c2O)N2CCC3(CC2)OCCO3)c1 (stereo unspecified)	2.4	-0.1	2	-28
N#C/C(=C\c1cn(-c2ccccc2)nc1-c1cccnc1)C(N)=O	1.1	-0.3	1	-9
Fc1ccccc1C=Nc1cccc2ncccc12	-0.4	0.0	2	11
O=C(NNC(=O)c1ccco1)C(=O)NNc1ccccc1	-0.9	0.1	-12	-9
CN(Cc1cn(C)nc1-c1cccc(Cl)c1)C1CCOC1 (stereo unspecified)	0.4	0.1	8	6
O=c1[nH]c(Nc2ccc3c(c2)OCCO3)nnc1Cc1ccc(Cl)cc1	-0.2	0.0	17	15
CC(N)(C(=O)O)c1cccc(OCc2cccc(F)c2)c1 (stereo unspecified)	1.5	-0.1	12	-4
CCn1c2ccccc2c2cc(CNCc3ccc(OC)cc3OC)ccc21	0.7	-0.1	7	27
COCc1[nH]nc2c1C(c1ccc(OC(F)(F)F)cc1)C(C#N)=C(N)O2 (stereo unspecified)	-0.3	0.1	11	-2
CCOC(=O)c1c(C)oc2nc(CCl)[nH]c(=O)c12	12*	0.1	4	-4
O=P1(NCCc2ccccc2)C=C(c2ccccc2)SC(c2ccccc2)=C1	1.3	0.1	1	14
O=C(Nc1ccc2oc(-c3ccc(Cl)c(Cl)c3)nc2c1)c1ccc(-c2cc(Cl)ccc2Cl)o1	0.6	0.1	-12	1
COc1cccc(-c2cc(C(=O)Nc3cccc(C(C)=O)c3)n(C)n2)c1	2.0	0.2	0	3
Cc1cc(C)c2[nH]c(=O)c(CN(CCCO)S(=O)(=O)c3ccccc3[N+](=O)[O-])cc2c1	1.8	0.0	4	-9
Cc1ccc(CNC(=O)C(C)n2c3ccccc3c3cn[nH]c(=O)c32)cc1 (stereo unspecified)	1.9	-0.1	-5	0
CCN(CC)CCN1C(=O)C(O)=C(C(=O)c2cccs2)C1c1ccc(C)o1 (stereo unspecified)	1.2	0.2	-1	13
COC(=O)C1=CN(Cc2ccc(F)cc2)C=C(C(=O)OC)C1c1cccc([N+](=O)[O-])c1	-1.0	-0.3	11	12
Cc1ccc(-c2ccc(=O)n(CCC(=O)NCCC(C)C)n2)cc1	-0.2	0.0	2	-3
Cc1ccccc1NC(=O)c1cccc(NC(=O)c2ccccc2C(=O)O)c1	0.6	-0.1	6	-1
Cc1ccc(-c2c(C(=O)Nc3ccc(Br)cc3C)oc(=O)c3ccccc23)cc1	0.7	-0.1	3	-3
CCOc1cc(CNCC(O)c2ccccc2)cc(Cl)c1OC (stereo unspecified)	-0.4	0.0	6	7
COc1cccc(Oc2coc3cc(O)ccc3c2=O)c1	-0.4	-0.1	0	1
O=C(Nc1c(C(=O)Nc2ccccc2F)oc2ccccc12)c1ccco1	0.6	0.9	2	15
COc1cc2ncn3c(=O)n(CC(=O)NC(C)(C)C)nc3c2cc1OC	1.5	0.0	9	7
CC(C)(C)C(=O)Nc1c2c(nn1-c1ccc([N+](=O)[O-])cc1)CS(=O)(=O)C2	-0.5	-0.1	6	-9
CC(C)N(CCNc1ccnc(Nc2ncccn2)n1)C(C)C	-2.7	-0.1	7	0
COC(=O)C1=C(C)NC2=C(C(=O)c3ccccc32)C1c1ccc(OC)c(OC)c1OC (stereo unspecified)	3.3	-0.3	-11	7
CC[C@@H](CO)NCCN[C@@H](CC)CO	0.2	0.1	1	-2
COCCNC(=O)C(=O)NCc1ccc(Cl)cc1Cl	-0.6	0.6	2	10
CCN(Cc1ccncc1)Cn1nc(C2COc3ccccc3O2)oc1=S (stereo unspecified)	-3.3	-0.1	1	-10
OCCNc1nc(Nc2ccccc2F)nc(N2CCOCC2)n1	0.3	-0.2	-4	5
CC1(O)Cc2[nH][nH]c(=O)c2C(c2cccc([N+](=O)[O-])c2)C1C(=O)OCc1ccccc1 (stereo unspecified)	-0.7	0.8	-1	12
COc1cccc(Nc2ncnc3c2cnn3-c2ccc(Cl)cc2)c1	-1.2	0.1	1	-6
CC(NC(=O)COc1ccc(Br)cc1)C(=O)O (stereo unspecified)	-0.4	0.2	8	7
Cc1ccc(S(=O)(=O)Nc2ccccc2C(=O)O)c(C)c1	0.2	0.1	4	12
O=C1CCC(=O)N1CC(O)Cn1c2ccccc2c2ccccc21 (stereo unspecified)	-0.1	-0.1	5	-3
CCOC(=O)C(NC(=O)CC)(Nc1nc2ccc(OCC)cc2s1)C(F)(F)F (stereo unspecified)	0.3	-0.1	10	8
COc1ccc(F)c(C2C3CN(C(=O)OC(C)(C)C)CC=C3C(C#N)=C(N)C2(C#N)C#N)c1 (stereo unspecified)	-0.1	0.2	13	-14
Cc1cccc2sc(NC(=O)c3ccc(S(=O)(=O)N4CCc5ccccc54)cc3)nc12	-0.5	1.0	10	22

The listing continues:
SMILES	GPR151 activ	FBW7 activator	TEAD-YAP block	MITF primary
Cc1ccc(S(=O)(=O)NCC(=O)OCC(=O)c2cccs2)cc1	0.6	1.6	-9	5
COc1cccc(C(=O)NNC(=O)C(=O)Nc2ccccc2OC)c1	0.6	0.6	9	10
CC(=O)C1CCCN(C(=O)CC2(c3ccccc3F)CC(=O)N(C3CCCCC3)C2=O)C1 (stereo unspecified)	-1.2	-0.2	-5	1
Cc1ccc(Cn2c(=O)c3cccnc3n(CC(=O)Nc3cccc(Cl)c3)c2=O)cc1	0.8	0.1	6	3
O=C1c2ccc(Br)cc2C(=O)N1c1ccc(Oc2ccccc2)cc1	1.3	0.0	-16	-1
CCC(=O)Oc1ccc(C(=O)Nc2ccccc2Br)cc1	-0.9	-0.3	16	4
Cc1ccc(NC(=O)CC2SC(=Nc3ccccc3)N(CC3CCCCC3)C2=O)c(C)c1 (stereo unspecified)	-0.5	0.5	5	20

Screening data from PubChem.
